# Compound activity: PubChem, Broad Institute
# miR122 inh: miR-122 Renilla sensor signal increase in Huh7, primary screen, miR-122 inhibitor project, cell-based, single point, plate reader | activation (reporter increase), % at 12.5 µM | hit rate 0.3% among 340,000 | Huh7 miR-122 Renilla luciferase sensor, 48 h; neutral wells = 0, positive control = 100;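 active = mean replicate activation score at least 90 and every replicate individually at or above 90; inconclusive = only one of the two criteria met; inactive = neither criterion met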;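 note: higher luciferase means less miR-122 activity so hits act as miR-122 inhibitors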
# CASP6 VEID inh: human caspase-6 inhibitors, primary screen, biochemical, VEID-R110 fluorescence, single point, set 2 | inhibition, % at 12.5 µM | hit rate 0.53% among 350,000 | P55212 | AID 686996, 2013 | purified caspase-6, Z-VEID-R110 cleavage fluorescence;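 active = mean inhibition across replicates at least about 35%, with every replicate also reaching that limit, limit read from the data; inconclusive = only one of the two criteria met; inactive = neither criterion met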;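 note: 0% = median of neutral control wells and 100% = no fluorescence left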
# Target sequence (P55212 24-179 limits assumed): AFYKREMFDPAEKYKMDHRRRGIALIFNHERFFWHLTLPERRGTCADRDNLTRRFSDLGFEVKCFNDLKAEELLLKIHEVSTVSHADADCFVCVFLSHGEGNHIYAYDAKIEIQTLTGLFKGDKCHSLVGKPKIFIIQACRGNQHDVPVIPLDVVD
# Target sequence (P55212 194-293 limits assumed): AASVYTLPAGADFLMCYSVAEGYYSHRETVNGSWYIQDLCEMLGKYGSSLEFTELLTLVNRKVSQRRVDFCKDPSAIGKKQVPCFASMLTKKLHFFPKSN
# ERAP1 HTS inh: human ERAP1 aminopeptidase inhibitors, primary screen, biochemical, single point, plate reader. AID 652197, 2013. inhibition, % at 10.7 µM. hit rate 0.15% among 340,000. Endoplasmic reticulum aminopeptidase 1 (Homo sapiens), Q9NZ08. recombinant ERAP1, Leu-AMC fluorescence, 60 min;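 active = mean replicate inhibition of at least 30%, or all replicates individually reaching that 30% level; inactive = mean below 30% and not every replicate reaching it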;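 note: 0% = neutral control wells and 100% = L-leucinethiol positive control wells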
# ERp5 block: inhibitors of ERp5-driven insulin aggregation, primary screen, biochemical, turbidity, absorbance 650 nm, single point. inhibition, % at 9.99 µM. 90 min. hit rate 0.05% among 350,000. Protein disulfide-isomerase A6 (Homo sapiens), Q15084;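 active = mean replicate inhibition above about 25%, with every replicate also reaching it, limit read from the data, passing the limit was not always enough; inconclusive = only one of those two criteria met; inactive = neither criterion met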
# Target sequence (Q15084 whole entry, looked up): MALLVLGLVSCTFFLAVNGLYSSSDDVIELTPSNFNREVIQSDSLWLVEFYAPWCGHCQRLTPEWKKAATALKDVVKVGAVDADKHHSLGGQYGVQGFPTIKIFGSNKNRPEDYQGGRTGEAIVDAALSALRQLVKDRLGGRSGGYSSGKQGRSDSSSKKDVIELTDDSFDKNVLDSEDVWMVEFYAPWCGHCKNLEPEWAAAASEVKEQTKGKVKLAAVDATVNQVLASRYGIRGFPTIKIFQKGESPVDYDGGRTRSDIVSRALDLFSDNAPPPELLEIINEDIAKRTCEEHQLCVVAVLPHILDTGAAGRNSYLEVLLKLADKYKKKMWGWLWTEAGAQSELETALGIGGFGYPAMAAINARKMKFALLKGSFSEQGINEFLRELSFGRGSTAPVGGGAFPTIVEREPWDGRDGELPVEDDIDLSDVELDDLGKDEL
# SIRT5 block: SIRT5 desuccinylase inhibitors, primary screen, biochemical, fluorescence imaging, single point, set 5 | Purified SirT5, succinyl-peptide AMC, trypsin-coupled fluorescence | inhibition, % at 15 µM | hit rate 1.1% among 330,000; in the data active = inhibition above about 15%; inconclusive = no clear call, values can overlap the other calls
# Target sequence (Q9NXA8 whole entry, looked up): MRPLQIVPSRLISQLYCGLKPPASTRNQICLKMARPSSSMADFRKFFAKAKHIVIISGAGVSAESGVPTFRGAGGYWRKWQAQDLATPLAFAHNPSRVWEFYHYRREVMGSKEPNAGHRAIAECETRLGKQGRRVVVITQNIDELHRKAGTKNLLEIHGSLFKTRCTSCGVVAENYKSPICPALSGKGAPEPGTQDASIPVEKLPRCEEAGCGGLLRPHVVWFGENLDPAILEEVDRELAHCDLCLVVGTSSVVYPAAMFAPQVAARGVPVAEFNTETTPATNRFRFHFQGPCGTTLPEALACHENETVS
# DENV2 CPE rescue: inhibitors of DENV2 cytopathic effect, primary screen, cell-based, plate reader, single concentration | DENV2-infected cells, cytopathic effect rescue | CPE inhibition, % at 9.99 µM | hit rate 1.7% among 350,000; in the data active = CPE inhibition above about 20%, passing the limit was not always enough; inconclusive = no clear call, values can overlap the other calls; tested in BHK-21 cells;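 note: 0% = median of neutral control wells and 100% = median of positive control wells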
# CFTR F508del cor: F508del CFTR correction, initial screen, CFBE line, single point; AID 720511, 2013; activity (quench increase), % at 7.58 µM; hit rate 0.36% among 350,000; CFBE cells, YFP halide quenching; stimulated with forskolin plus potentiator P3; % fluorescence drop versus neutral controls;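 active = mean added fluorescence quench of at least 8% versus neutral control, with both replicates also reaching 8%; inconclusive = only one of the mean or replicate conditions met; inactive = mean below 8% and not both replicates reaching 8%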;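 note: cells transiently co-express mutant CFTR-F508del with the halide-sensitive YFP; corrector assay measuring rescue of mutant channel to the surface after 24 h compound exposure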
# An asterisk follows results filed as active; ? = inconclusive; nt = no result given; & = joins results of further samples; [ ] = dose if it differs, or a comment. Compounds were not picked by outcome; any-hit rate near 4%.
# The line under a structure holds: miR122 inh	CASP6 VEID inh	ERAP1 HTS inh	ERp5 block	SIRT5 block	DENV2 CPE rescue	CFTR F508del cor
COC(=O)/C=C/c1ccc2c(c1)S(=O)(=O)N(Cc1ccc(OC)cc1)[C@H]2CC(=O)OC
 : nt	3	-3	6	-5	2	-1.7
CC(O)(c1cccc(F)c1)c1nc(-c2cc3ccccc3o2)cs1 (configuration not stated)
 : -3	1	1	-2	nt	0	-4.6
COc1ccc(Cl)cc1S(=O)(=O)N(C)CC(=O)NCCCn1ccnc1
 : -2	-3	0	2	-3	16	3.4
O=C(Nc1ccnn1C1CCN(Cc2cccc(OCCO)c2)CC1)C1CCOC1 (configuration not stated)
 : nt	-7	2	-4	0	-3	-2.8
O=C(NC(=S)Nc1ccc(N2CCOCC2)cc1)c1cccc([N+](=O)[O-])c1
 : -3	3	-2	-2	nt	4	nt
O=C1CN(C(=O)COc2cccc(F)c2)c2ccccc2N1
 : nt	-1	0	4	18*	16	nt
Cc1ccc(C)c(S(=O)(=O)NCc2ccc3c(c2)OCO3)c1
 : 74	-3	-3	-1	0	?	-1.8
Cc1ccc(S(=O)(=O)N2CCOCC2)cc1C(=O)OCC(=O)NC1CCCC(C)C1C (configuration not stated)
 : nt	3	0	2	-9	2	2.6
Cc1cccc(CCN2C(N(C)C)=NC[C@@H]2CC(C)C)c1
 : 6	-2	nt	5	nt	20	3.9
O=C(COC(=O)CCC1CCCC1)Nc1ccc(F)cc1
 : -5	0	-1	-10	1	4	1.6
CO[C@H]1CN(C)C(=O)c2cc(NS(C)(=O)=O)ccc2OC[C@H](C)N(S(C)(=O)=O)C[C@@H]1C
 : -11[16.7 µM]	0	-2	-2	-1	-6	-2.1
Cc1cccc(NC(=O)C(=O)N/N=C/c2ccncc2)c1
 : nt	-3	1	2	1	-14	2.9
Cc1ccc(F)cc1C(=O)N1CCOCC1c1cc(C(=O)NCc2ccccc2)no1 (configuration not stated)
 : -7	2	-2	1	1	5	2.6
Cc1cccc(C(=O)Oc2ccccc2/C=N/Nc2ccc([N+](=O)[O-])cc2)c1
 : -1	-2	0	-2	nt	-3	1.7
CCCCNC(=S)N/N=C1\CCCCc2ccccc21
 : nt	-1	10	4	-3	1	nt
CC(C)C#Cc1ccc([C@H]2[C@@H](C#N)N(C(=O)C3CCC3)[C@@H]2CO)cc1
 : nt	0	-1	-4	-2	11	-4.0
O=C(N/N=C/c1cc(Cl)cc([N+](=O)[O-])c1O)c1cccc(S(=O)(=O)N2CCOCC2)c1
 : -9	8	0	-1	1	-6	-2.1
CCCC(CNC(C)=O)(C1=CCCCC1)c1ccccc1 (configuration not stated)
 : nt	1	-2	4	nt	2	0.7
O=C(CCNS(=O)(=O)c1ccccc1)NNC(=O)COc1ccc(Cl)cc1
 : -12	1	3	4	-3	-8	0.9
C[C@@H]1CN([C@H](C)CO)C(=O)Cc2cc(NC(=O)C3CC3)ccc2O[C@@H]1CN(C)C(=O)Nc1ccc(C(F)(F)F)cc1
 : 9[16.7 µM]	-2	2	2	5	0	-2.9
COc1cccc(NC(=O)COC(=O)c2nc(Cl)ccc2Cl)c1
 : 2	0	3	5	-11	?	-0.8
COCCNC(=O)C[C@@H]1C[C@@H]2c3cc(NC(=O)COC)ccc3O[C@@H]2[C@@H](CO)O1
 : -1[16.7 µM]	-2	2	4	7	-2	3.4
CCC(=O)N1CC2(C1)[C@H](c1ccccc1)[C@@H](CO)N2C(=O)c1cccnc1
 : nt	-2	-1	-3	-2	0	-0.9
CC(C)[C@@H]1CC[C@@H](C)C[C@H]1OC[B-](F)(F)F
 : nt	1	-5	2	-3	-8	0.5
CC(=O)N1CC(=O)N(OCc2ccccc2)C1c1ccc(Cl)cc1Cl (configuration not stated)
 : 2	1	-2	10	0	13	1.8
O=S(=O)(c1ccccc1)c1nc(-c2cccc(Cl)c2)oc1N1CCOCC1
 : nt	3	-1	4	-2	3	0.9
O=C(C[C@H]1CC[C@H]2[C@@H](COC[C@@H](O)CN2C(=O)Nc2cccc(F)c2)O1)NCCCN1CCOCC1
 : 0[16.7 µM]	0	-9	0	-2	nt	-6.3
CC(C)(C)c1ccc(COc2ccsc2C(=O)O)cc1
 : nt	0	5	2	-3	-1	nt
CN(c1ccccc1)S(=O)(=O)c1cccc(C(=O)NCc2ccccc2)c1
 : 7	-3	-5	-12	-2	-12	4.3
C[C@@H]1CN([C@@H](C)CO)C(=O)c2cc(Br)cnc2O[C@H]1CN(C)Cc1ccccc1C(=O)O
 : 1	2&-3	-1&1	0&-2	-1&-3	8&-6	3.9&-2.0
CCn1c(=O)n(CC)c2cc(N3CCCC3)c(NC(=O)c3ccccc3)cc21
 : -6	-2	-1	13	1	?	0.8
Cc1cccc(-c2noc(CN(C(=O)C(c3ccccc3)c3ccccc3)C(C)C)n2)c1
 : 4	-2	nt	2	nt	0	-2.2
Cc1ccc(C(=O)O[C@H](C(=O)O)[C@H](OC(=O)c2ccc(C)cc2)C(=O)O)cc1
 : nt	nt	-2	-1	-3	-2	-0.2
COc1ccc(CN(C)C(=O)c2ccc(Cl)c(S(=O)(=O)NCc3cccnc3)c2)cc1F
 : 13	-5	-2	-3	-1	1	3.2
CCC(=O)N1CC2(C1)CN(Cc1ccccc1Cl)[C@H](CO)c1c2c2ccc(OC)cc2n1C
 : nt	nt	0	4	nt	-2	-0.4
COc1ccc(NC(=O)N(C)C[C@@H]2Oc3ccc(NC(=O)C4CCCCC4)cc3CC(=O)N([C@H](C)CO)C[C@@H]2C)cc1
 : 0[16.7 µM]	1	5	-1	-7	-6	0.0
CCOC(=O)c1c(C)oc2c1c(C=NCCO)c(O)c1ccccc12
 : nt	8	3	-1	-2	-1	2.2
Cc1ccc2nc(-c3ccc(NC(=S)NCC(C)(C)CN(C)C)cc3)sc2c1
 : -3	-3	-3	3	-6	-1	0.6
CN1C(=O)/C(=C/c2cccc(Cl)c2)Sc2ccc(C(=O)NCc3cccnc3)cc21
 : -1	4	1	3	-1	0	0.7
CCN(C(=O)CSc1nc(-c2ccccc2)cn1N)c1c(N)n(Cc2ccccc2)c(=O)[nH]c1=O
 : nt	1	-4	-1	0	-1	-0.5

# (cont.)
compound | miR122 inh | CASP6 VEID inh | ERAP1 HTS inh | ERp5 block | SIRT5 block | DENV2 CPE rescue | CFTR F508del cor
O=C(NNC(=S)NCc1ccc(Cl)cc1)c1cccnc1 | -1 | 0 | 0 | 2 | 2 | 6 | -0.7
S=c1[nH]nc(CCCc2n[nH]c(=S)o2)o1 | nt | -2 | -1 | 3 | -8 | 0 | 0.1
CCOC(=O)c1ccccc1NC(=O)COC(=O)CSCC(=O)Nc1cc(C)on1 | -8 | -1 | 3 | -4 | -1 | 5 | 3.0
Oc1oc(-c2ccc(Br)cc2)nc1C=Nc1ccc(Br)cn1 | nt | -2 | 0 | -1 | nt | 8 | -1.6
COc1ccc2[nH]c(CN3CCC(n4nccc4NC(=O)C4CC4)CC3)c(C)c2c1 | -3 | 0 | -3 | 2 | 2 | 1 | 3.9
COc1ccccc1/C=C(\C)C(=O)c1c(C)cc(C)[nH]c1=O | 15 | -4 | 0 | -1 | 4 | 3 | -2.7
O=C(Nc1ccccn1)c1ccc(Cl)c(S(=O)(=O)N2CCc3ccccc32)c1 | 9 | 1 | 0 | 1 | 2 | -7 | 4.3
C[C@@H]1CN([C@@H](C)CO)C(=O)c2cc(NC(=O)Cn3cnnn3)ccc2O[C@@H]1CN(C)S(=O)(=O)c1ccc(Cl)cc1 | 8[16.7 µM] | 0 | -5 | -6 | 4 | -7 | -2.0
O=C(NCC1COc2ccccc2O1)c1cc(S(=O)(=O)N2CCOCC2)ccc1F (configuration not stated) | 2 | -1 | -6 | -3 | -4 | -1 | 2.0
Cc1ccc(CN2C(=O)C(F)(F)Oc3ccc(C)cc32)cc1 | 0 | 1 | -2 | -4 | nt | ? | 2.0
CCCCN(C(=O)CSc1cc(C)c2ccccc2n1)c1c(N)n(Cc2ccccc2)c(=O)[nH]c1=O | 1 | -2 | -6 | 5 | 1 | ? | -2.5
Cc1ccc(C2=NS(=O)(=O)N(C)C(C(=O)Nc3ccc(F)cc3F)=C2)cc1 | -1 | -4 | -2 | -10 | 0 | -3 | -5.4
O=C(C[C@@H]1CC[C@H](NC(=O)c2ccc(F)cc2)[C@@H](CO)O1)NCCc1ccncc1 | nt | 0 | 0 | 5 | 1 | -2 | 3.8
O=C(CN1C(=O)COc2ccc(S(=O)(=O)N3CCCCC3)cc21)NCc1ccccc1Cl | -4 | 2 | 2 | 5 | 2 | 4 | 4.2
CCCN1[C@H](C(=O)NCCN2CCCC2)[C@@H](CO)[C@@H]2Cn3c(ccc(-c4cccnc4)c3=O)[C@@H]21 | 3[16.7 µM] | nt | nt | -11 | 1 | -6 | 1.1
CN(C)c1ccc(N=Nc2nc3ccccc3n2C)cc1 | -4 | 3 | -2 | 5 | -2 | -5 | 0.8
O=S(=O)(c1ccc(F)cc1)N1C[C@@H]2N[C@H](C1)C2c1ccc(-c2ccc(F)cc2)cc1 (some centres not stated) | nt | -1&-1 | -3&-4 | 1&-7 | 1&4 | 8&1 | -0.5&-6.8
O=C(O)c1ccc(-n2nnc3ccccc32)c([N+](=O)[O-])c1 | nt | -3 | -3 | -2 | 5 | 5 | 0.4
COc1ccc2c3c(n(C)c2c1)[C@@H](CO)N(C)CC31CN(C(=O)c2ccccc2F)C1 | nt | nt | -3 | 5 | nt | 1 | -2.4
Cc1ccsc1C(=O)N1CCN(S(=O)(=O)c2cccs2)CC1 | -3 | nt | -4 | 0 | 2 | -4 | 3.5
COc1cc(CN2CCN(S(=O)(=O)c3ccc(NC(C)=O)cc3)CC2)cc(OC)c1O | 5 | -1 | 1 | 4 | nt | nt | nt
CCCC(=O)NC(c1ccc(OC)c(OC)c1)c1cc(Cl)c2cccnc2c1O (configuration not stated) | -4 | 0 | -1 | 0 | 3 | -1 | -5.5
CCOCCn1c(SCc2ccc(F)cc2)nc2c1c(=O)[nH]c(=O)n2C | nt | -1 | 0 | -2 | -1 | 1 | 2.0
CO[C@H]1CN(C)C(=O)c2ccc(NC(=O)c3ccccc3)cc2OC[C@H](C)NC[C@@H]1C | nt | -3 | -2 | 1 | 0 | 39* | -1.3
O=C(C[C@H]1C/C=C\CC[C@H](Cc2ccc(F)cc2)C(=O)OC[C@@H](Cc2c[nH]c3ccccc23)NC1=O)NCCO | 6 | 5 | -1 | 1 | -1 | -5 | 1.1

# 4 entries from above, as labelled records.
> CCCN1[C@H](C(=O)NCCN2CCCC2)[C@@H](CO)[C@@H]2Cn3c(ccc(-c4cccnc4)c3=O)[C@@H]21
  miR122 inh: 3[16.7 µM]
  CASP6 VEID inh: nt
  ERAP1 HTS inh: nt
  ERp5 block: -11
  SIRT5 block: 1
  DENV2 CPE rescue: -6
  CFTR F508del cor: 1.1
> CN(C)c1ccc(N=Nc2nc3ccccc3n2C)cc1
  miR122 inh: -4
  CASP6 VEID inh: 3
  ERAP1 HTS inh: -2
  ERp5 block: 5
  SIRT5 block: -2
  DENV2 CPE rescue: -5
  CFTR F508del cor: 0.8
> O=S(=O)(c1ccc(F)cc1)N1C[C@@H]2N[C@H](C1)C2c1ccc(-c2ccc(F)cc2)cc1 (some centres not stated)
  miR122 inh: nt
  CASP6 VEID inh: -1&-1
  ERAP1 HTS inh: -3&-4
  ERp5 block: 1&-7
  SIRT5 block: 1&4
  DENV2 CPE rescue: 8&1
  CFTR F508del cor: -0.5&-6.8
> O=C(O)c1ccc(-n2nnc3ccccc32)c([N+](=O)[O-])c1
  miR122 inh: nt
  CASP6 VEID inh: -3
  ERAP1 HTS inh: -3
  ERp5 block: -2
  SIRT5 block: 5
  DENV2 CPE rescue: 5
  CFTR F508del cor: 0.4
